# Screens (PubChem BioAssay)
# Rad51 HR inh: Rad51 (human) homologous recombination inhibition; 200,000 compounds, 0.085% hits; inhibition, % at 10 µM; Q06609; hRad51 DNA strand exchange, fluorescence dequenching;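 active = inhibition above 40% at the single screening dose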;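 note: 0% = DMSO control wells and 100% = blanks with heterologous ssDNA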
# Target sequence (Q06609 whole entry, looked up): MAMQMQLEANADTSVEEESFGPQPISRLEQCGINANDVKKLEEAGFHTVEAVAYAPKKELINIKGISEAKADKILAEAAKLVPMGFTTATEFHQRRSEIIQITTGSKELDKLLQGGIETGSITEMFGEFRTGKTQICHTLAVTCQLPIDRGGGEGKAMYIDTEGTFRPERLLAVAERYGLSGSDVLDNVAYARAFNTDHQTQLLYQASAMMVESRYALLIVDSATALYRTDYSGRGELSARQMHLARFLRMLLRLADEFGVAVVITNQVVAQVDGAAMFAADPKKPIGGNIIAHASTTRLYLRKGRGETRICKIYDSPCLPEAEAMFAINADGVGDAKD
#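 Material: hRad51 filaments on single-stranded DNA; Reagent: Donor/quencher-labelled 47-bp dsDNA substrate; Compound: 10 µM final, single point; Schedule: 37 °C 15-min filament assembly, 30-min compound preincubation, 15-min exchange; Technique: FRET fluorescence, excitation 485 nm, emission 520 nm; Benchmarks: control wells and blank wells on each plate.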
# m-calpain inh: inhibitors of pig calpain II; purified calpain II, fluorogenic peptide substrate, 30 min; AID 1236; 220,000 compounds, 0.37% hits; inhibition, % at 16 µM;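 active = inhibition above about 50%, limit read from the data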
# EBV gp42 inh: EBV gp42 inhibition; Q1HVG2; Fluorescence polarization binding assay, mP read-out; inhibition, % (tested at 21.74 µM); 220,000 compounds, 0.42% hits; in the data active = inhibition above about 50%
# Target sequence (Q1HVG2 whole entry, looked up): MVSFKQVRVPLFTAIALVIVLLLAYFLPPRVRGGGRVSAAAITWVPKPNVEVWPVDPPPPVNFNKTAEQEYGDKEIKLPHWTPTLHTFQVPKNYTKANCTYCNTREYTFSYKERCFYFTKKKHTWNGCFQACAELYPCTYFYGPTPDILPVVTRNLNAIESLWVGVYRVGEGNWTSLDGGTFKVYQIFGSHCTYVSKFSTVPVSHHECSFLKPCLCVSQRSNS
# KCC2 mod: KCC2 (human) Cl- transport modulation | Q9H2X9 | KCC2 cells, thallium flux FluoZin-2 fluorescence | B-score of Tl+ flux slope (higher = more flux/activation; lower = inhibition) at 10 µM | 190,000 compounds, 2.2% hits;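 active = thallium flux slope and its plate-corrected score both differing from the plate sample mean at a set confidence after two filtering rounds, in either direction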;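 note: slope of fluorescence scaled to starting intensity during 10 to 20 s after thallium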
# L929 necroptosis: L929 zVAD cell death inhibition; 220,000 compounds, 0.38% hits; L929 zVAD necroptosis rescue, ATP luminescence, 24 h; with zVAD 60 µM; viability rescue, % at 10 µM;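 active = activation, scaled between plate controls, above about 75%, limit read from the data; inactive = activation under that limit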;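 note: 0% = zVAD with DMSO and 100% = DMSO alone without zVAD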
# eIF4E-4G inh: inhibitors of eIF4E and eIF4G interaction in translation initiation; inhibition, % at 21.7 µM; TR-FRET eIF4E-eIF4GI(517-606) binding, 2 h; AID 782; 220,000 compounds, 0.37% hits; P63073+Q04637;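 active = inhibition above about 30%, limit read from the data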;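 note: 0% = full FRET control wells and 100% = background wells lacking eIF4GI fragment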
# PERK inh: inhibitors of human PERK kinase; Q9NZJ5; CHO PERK-DD fusion, SEAP luminescence translation reporter; inhibition, % at 5.6 µM; 220,000 compounds, 0.17% hits; AID 1416;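 active = inhibition above the mean inhibition of all tested compounds plus 3 SD, set separately per screening campaign, cut at about 2.9% in these data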;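 note: PERK kinase domain activated by AP20187 dimerizer at 100 nM; 0% = DMSO with dimerizer and 100% = rapamycin at 8.4 µM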
# TNF necrop inh: blocks TNF-alpha induced death of Jurkat FADD-/- cells. 220,000 compounds, 0.068% hits. activation (protection from cell death), % at 10 µM. Jurkat FADD-/- TNF necroptosis rescue, ATP luminescence, 24 h; 0 = TNF only, 100 = no-TNF cells;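 active = activation, meaning protection from cell death, of at least 50% relative to plate controls; inactive = activation below 50%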;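 note: necroptosis triggered by 40 ng/mL TNF-alpha added together with compound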
# Mdm2 ligase inh: Mdm2 E3 ligase (human) inhibition; Q00987; cell-based MDM2 ubiquitination luciferase reporter, 2 h; 0 = plate control, 100 = twice control, blank-subtracted; signal enhancement, % at 5 µM; 210,000 compounds, 0.11% hits; AID 1230;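 active = signal enhancement of 30% or more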;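 note: luminescence tracks abundance of the self-degrading MDM2-luciferase fusion protein; higher signal means inhibition of MDM2 E3 ligase activity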
# Target sequence (Q00987 whole entry, looked up, the tested form may be a part): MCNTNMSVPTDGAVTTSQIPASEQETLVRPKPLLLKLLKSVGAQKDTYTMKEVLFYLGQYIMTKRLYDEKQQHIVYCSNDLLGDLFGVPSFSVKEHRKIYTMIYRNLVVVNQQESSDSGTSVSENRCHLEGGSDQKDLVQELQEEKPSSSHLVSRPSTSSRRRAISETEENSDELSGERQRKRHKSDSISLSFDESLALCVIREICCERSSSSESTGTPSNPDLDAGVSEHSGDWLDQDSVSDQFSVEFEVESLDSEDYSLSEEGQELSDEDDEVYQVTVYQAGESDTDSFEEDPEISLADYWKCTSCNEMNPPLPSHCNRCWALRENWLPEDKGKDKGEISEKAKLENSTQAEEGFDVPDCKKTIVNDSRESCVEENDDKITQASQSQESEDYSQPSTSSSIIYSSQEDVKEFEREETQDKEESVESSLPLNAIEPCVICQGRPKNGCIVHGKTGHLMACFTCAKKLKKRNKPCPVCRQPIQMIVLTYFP
#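 Assay system: stable mammalian line carrying autodegrading MDM2–luciferase fusion reporter; amount: 2000 cells seeded into each well; buffer or medium: DMEM; benchmarks: plate control and blank wells; signal: luciferase luminescence; timing: 2 h compound exposure at 37 °C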
# Active calls of the source: *; i = inactive; / = not tested or not shown; [ ] = dose if it differs, or a comment. Hits appear at their usual frequency; any-hit rate near 3.6%.
entry	compound	Rad51 HR inh	m-calpain inh	EBV gp42 inh	KCC2 mod	L929 necroptosis	eIF4E-4G inh	PERK inh	TNF necrop inh	Mdm2 ligase inh
1	Cc1[nH]nc2c1C(c1ccccc1)C1=C(CC(C)(C)CC1=O)N2 (centres undefined)	-7	/	/	0.53	0.3	/	-1.6	6.6	-15
2	CC1(C)CC(NC(=S)NC2CC2)CC(C)(C)N1	/	-17	-2	0.16	0.4	-2	1.1	1.3	-17
3	COc1ccc(CN(C)C(=S)Nc2ccc(Cl)cc2)cc1	-5	30	2	0.52	-0.1	-3	0.2	0.3	-9
4	COc1ccc(C2(CNC(=O)CCC(=O)O)CCCC2)cc1	-8	18	-4	/	-0.7	1	1.1	0.4	-12
5	CCOP1(=O)OCC2OC(n3cnc4c(N)ncnc43)C(O)C2O1 (centres undefined)	-1	-8	-12	0.15	0.3	0	2.4	-1.1	-5
6	CCCCN(CC)CCCNC(=O)c1cn(CC)c2ccc(S(=O)(=O)N3CCc4ccccc4C3)cc2c1=O	-58	-18	-6	0.23	-1.2	3	1.5	-15	-18
7	CCCOc1ccc(C(=O)C(CCC(CNCC)C(=O)c2ccc(OCCC)cc2)CNCC)cc1 (centres undefined)	9	-18	-16	0.72	-2.9	-3[fluorescence artefact?]	-1.1	-15	-21
8	Cn1cnnc1Sc1ccc(/C=C(\CC(=O)O)c2nc3ccccc3s2)cc1[N+](=O)[O-]	-8	13	2	-1.5	0.8	1	1.6	-0.7	-20
9	Cc1ccc(OCCCCn2ccnc2)c([N+](=O)[O-])c1	3	28	0	2	0.3	4	-0.1	-1.5	-7
10	COc1ccc(NC(=O)CCS(=O)(=O)c2ccc3c(c2)CCCN3C(C)=O)cc1	5	14	-2	/	3.3	3	0.3	-0.5	6
11	N/C(Cc1nc2ccccc2s1)=N\O	-7	19	-9	0.43	0.7	5	0.7	-4.7	-7
12	CN(C)S(=O)(=O)c1cccc(NC(=O)COC(=O)C2(c3ccccc3F)CCCC2)c1	-7	31	-14	-3.7	1.0	14	-0.2	2.1	4
13	O=C1CC(N2CCOCC2)C(=O)N1CCN1C(=O)CC(N2CCOCC2)C1=O (centres undefined)	1	-41	-9	0.68	-0.4	-2	1.1	0.7	-14
14	Cc1c(CN2CCCCC2C)c(=O)n(-c2ccccc2)n1C (centres undefined)	0	-16	-25	/	0.2	-11	0.6	0.8	-9
15	O=C(NCC1CCCO1)c1onc(CSc2ccc(F)c(F)c2)c1C(=O)O (centres undefined)	-5	-31	0	0.3	0.1	2	1.0	-1.1	-20
16	COc1ccc(C(=O)Cn2nnc(-c3ccccc3NC(=O)c3ccco3)n2)cc1	4	-9	-3	-0.0065	1.2	-20	0.4	-4.8	-19
17	Cc1ccsc1/C=N/NC(=O)Cc1cccn1C	/	-16	0	-0.01	/	-1	-0.3	1.0	-2
18	COc1ccc(C)cc1S(=O)(=O)N1CCCCCC1	2	-24	-2	-1.2	-0.3	-4	1.0	2.6	-9
19	CC(O)Cc1cn(CC(=O)N2CCNCC2)nn1 (centres undefined)	-9	-23	-10	0.46	0.3	-8	/	2.3	-4
20	O=C(c1ccc(NC(=S)NCc2ccc(Cl)cc2)cc1)N1CCCCC1	-9	15	-14	-0.47	0.1	5	1.3	1.9	-38

# Molecules listed so far that contain a nitro group on carbon:
entry	compound	Rad51 HR inh	m-calpain inh	EBV gp42 inh	KCC2 mod	L929 necroptosis	eIF4E-4G inh	PERK inh	TNF necrop inh	Mdm2 ligase inh
8	Cn1cnnc1Sc1ccc(/C=C(\CC(=O)O)c2nc3ccccc3s2)cc1[N+](=O)[O-]	-8	13	2	-1.5	0.8	1	1.6	-0.7	-20
9	Cc1ccc(OCCCCn2ccnc2)c([N+](=O)[O-])c1	3	28	0	2	0.3	4	-0.1	-1.5	-7

# More structures
entry	compound	Rad51 HR inh	m-calpain inh	EBV gp42 inh	KCC2 mod	L929 necroptosis	eIF4E-4G inh	PERK inh	TNF necrop inh	Mdm2 ligase inh
21	Cc1cccc(NC(=O)CCN2C(=O)c3ccccc3C2=O)n1	4	-8	6	1.2	-0.4	-1	0.6	-0.1	-6
22	Cc1ccc(S(=O)(=O)N2CCN(C(=O)CCC(=O)NCCc3ccc(F)cc3)CC2)cc1	-12	8	-9	0.41	0.9	5	1.2	0.6	-14
23	CCCCSCCCNC(=O)CS(=O)Cc1nc(-c2cccc(C)c2)oc1C (centres undefined)	-1	-16	-15	-1.1	0.2	-1	0.1	-1.1	-12
24	COc1ccc(NS(=O)(=O)c2ccc3nc(COc4ccc5ccccc5c4)[nH]c3c2)cc1	7	-80	-17	-0.2	4.7	-2	-0.4	4.8	-9
25	O=C(C1CCC(Cn2c(=O)[nH]c3ccccc3c2=O)CC1)N1CCN(c2ccccc2)CC1 (centres undefined)	/	-10	-7	-0.62	/	-4	0.0	-1.4	/
26	CC(C)c1nnc(SCc2ccc(CSc3nnc(C(C)C)n3N)cc2)n1N	11	2	-13	-0.25	0.8	-1	0.1	-0.9	-9
27	Cn1nc(-c2ccc(Cl)cc2)c2cc(C(=O)NCC3CCCO3)sc21 (centres undefined)	6	-269	1	-1.1	2.8	4	-0.2	0.7	-5
28	O=C(c1cccs1)N(Cc1ccco1)c1nc(-c2ccc(F)cc2)cs1	0	-20	-7	0.049	-0.8	-4	0.3	-0.5	-7
29	CCc1nnc(NC(=O)CCc2c[nH]c3ccccc23)s1	-1	-15	-14	1.3	1.2	3	1.3	-0.3	-2
30	Cc1ccc(C(C(=O)NC2CCCCC2)N(Cc2cccnc2)C(=O)C2COc3ccccc3O2)o1 (centres undefined)	0	-1	-3	0.45	-0.3	3[fluorescence artefact?]	0.2	-2.2	3
31	O=C(O)COc1ccc(Br)cc1/C=N/O	-6	-25	-12	0.09	0.5	1[fluorescence artefact?]	0.8	-3.4	13
32	CN(Cc1ccccc1)c1oc(-c2ccco2)nc1C#N	-3	-239	-17	-2.2	1.1	5	-1.1	0.9	-14
33	Cc1cnc(NC(=O)c2sc3ccccc3c2Cl)s1	/	-59	-9	2	/	5	0.7	0.0	-73
34	CCCCn1c(=O)c(C(C)=O)c(O)c2ccccc21	/	-8	-8	-0.48	0.1	2	0.9	0.5	-19
35	Cc1ccc(/C=C/C(=O)Nc2ccc([N+](=O)[O-])cc2)o1	2	-7	-11	/	0.6	1	0.6	-5.2	-58
36	Cc1cc(C)cc(C(=O)NCCn2cc(SCC(=O)N3CCOCC3)c3ccccc32)c1	1	0	-27	-0.76	0.3	0	-0.9	-0.4	-20
37	O=C(Oc1ccccc1-c1nnco1)c1ccccc1	6	-12	-14	1.2	-0.4	-1	1.0	-0.1	10
38	Cn1c(=O)oc2cc(S(=O)(=O)Nc3cccc(C(=O)O)c3)ccc21	5	13	-9	/	0.0	6	-0.1	-10	-10
39	C=CCn1c(-c2cc(-c3ccc(C)cc3)nc3ccccc23)n[nH]c1=S	17	-15	5	36*	-0.8	-1	0.9	0.5	4
40	N/C(Cc1ccc([N+](=O)[O-])cc1)=N\OC(=O)c1cccc(Br)c1	7	2	-6	-0.085	1.9	2	1.6	-3.0	-30
41	O=C(N/N=C/c1c[nH]c2ccc(Br)cc12)c1ccccn1	-10	-55	-18	0.05	1.6	-3	0.1	0.1	-10
42	COc1ccc(NS(=O)(=O)c2cccc(-c3nnc(-c4ccccc4)o3)c2)cc1	10	-31	-4	-0.42	0.7	1	-0.9	-0.5	-2
43	O=C(Nn1c(C2CC2)nc2ccccc2c1=O)c1ccco1	4	3	-18	0.42	1.1	-1[fluorescence artefact?]	1.6	1.1	-13
44	CC(C)c1ccc(/C=N/NC(=O)c2cccc(Cl)c2)cc1	/	11	1	-0.15	3.5	5	0.3	-4.7	-4
45	Cn1cc(S(=O)(=O)CC(=O)N2CCc3ccccc32)c2ccccc21	0	3	-4	/	-0.1	8	-0.5	0.2	-22
46	COc1ccc(C2/C=C\CN(S(=O)(=O)/C=C/c3ccccc3)CC(=O)N2Cc2ccc(F)cc2)cc1 (centres undefined)	4	28	-20	0.031	-1.1	-3	/	-0.3	9
47	Cc1sc2ncnc(NCC3(N4CCOCC4)CCCCC3)c2c1C	/	-22	-4	-1.9	0.6	4	-1.1	-2.7	-6
48	CC(NC(=O)OC1CCCCC1)N1C(=O)C2C3C=CC(C3)C2C1=O (centres undefined)	5	7	4	-0.13	0.0	15	-0.9	0.5	-1
49	Cc1ccc(-c2cc(C(F)F)n3ncc(C(=O)Nc4cn(C)nc4C)c3n2)cc1	7	-89	-2	/	2.7	-1	0.3	-14	-20
50	Cc1ccc(N2CCOCC2)c2c1C(=O)c1ccccc1C2=O	/	9	-8	-1.4	24	5	-0.7	-1.9	-14
51	Clc1nc2ccccc2nc1-c1ccccc1	24	-13	-15	-1	1.0	0	1.6	1.8	-9
52	CC(C)Oc1ccc(Cc2n[nH]c(=S)n2Cc2ccccc2)cc1Cl	12	15	0	0.81	0.3	1	-0.5	-0.1	-13
53	CCOc1ccc(N(CC(=O)Nc2ccccc2)S(C)(=O)=O)cc1	2	-10	-84	-0.15	0.8	1[fluorescence artefact?]	-0.7	2.5	-14
54	C=CCc1cc(/C=C2/NC(=O)N(CC(=O)OC)C2=O)cc(OC)c1O	-1	28	-12	-0.13	0.9	-1	-0.2	1.8	-48
55	O=C(COC(=O)CCC(=O)c1ccc(F)cc1)Nc1ccccc1	-13	23	-9	-1.7	0.7	0	0.7	0.3	-2
56	O=C(NCc1cccnc1)C1CCCN(S(=O)(=O)c2ccccc2)C1 (centres undefined)	-92	20	-12	0.27	0.1	-4	-0.6	-0.4	-9
57	N#CC1=C(N)C(C#N)(C#N)[C@H](c2ccoc2)[C@H]2CN(Cc3ccccc3)CC=C12	-170	-204	90*	i	-0.3	-2[fluorescence artefact?]	0.2	-6.7	-82
58	N/C(=N\OC(=O)CCn1cccc(C(F)(F)F)c1=O)c1ccc(OC(F)(F)F)cc1	-6	21	-13	0.45	-0.1	6	0.7	5.3	-10
59	CCN(CC)C1=C(Cl)C(=O)C(Cl)C12OCCO2 (centres undefined)	-1	17	-22	0.34	-0.1	-3	1.8	0.4	/
60	CC(CCc1ccccc1)NC(=S)NC1CCCCC1 (centres undefined)	2	4	-3	-0.34	-0.1	-2	1.4	-4.2	-3
61	O=C(c1ccc(COCC(F)(F)F)cc1)N1CCN(c2ccccn2)CC1	-5	-23	-7	0.016	1.7	-2	1.0	0.4	17
62	CCC1(C)CC(CC(=O)O)(c2ccccc2OC)CCO1 (centres undefined)	-1	21	-14	0.0058	0.0	5	0.9	-4.1	13
63	Cc1cc(C)nc(SCc2ccc(C(=O)N/N=C/C3CCCCC3)cc2)n1	1	-10	10	-0.41	1.3	3[fluorescence artefact?]	0.2	3.3	-3

# An excerpt from above in order of number of heavy atoms, largest number first:
entry	compound	Rad51 HR inh	m-calpain inh	EBV gp42 inh	KCC2 mod	L929 necroptosis	eIF4E-4G inh	PERK inh	TNF necrop inh	Mdm2 ligase inh
56	O=C(NCc1cccnc1)C1CCCN(S(=O)(=O)c2ccccc2)C1 (centres undefined)	-92	20	-12	0.27	0.1	-4	-0.6	-0.4	-9
53	CCOc1ccc(N(CC(=O)Nc2ccccc2)S(C)(=O)=O)cc1	2	-10	-84	-0.15	0.8	1[fluorescence artefact?]	-0.7	2.5	-14
44	CC(C)c1ccc(/C=N/NC(=O)c2cccc(Cl)c2)cc1	/	11	1	-0.15	3.5	5	0.3	-4.7	-4
